Bioassay records (PubChem)
PRMT1 inh – PRMT1 (human) inhibition, primary screen. 370,000 tested, 1.3% active. AID 652257. recombinant PRMT1, activity-based probe fluorescence polarization. inhibition, % at 2.79 µM;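 active = inhibition above about 21% made by adding two undisclosed values, limit read from the data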
NR1D1 modulator – modulators of human Rev-erb alpha DNA binding; P20393; Rev-erbα–FITC-DNA binding, fluorescence polarization, 90 min; activity, % at 10 µM; 370,000 tested, 0.79% active; AID 1259318;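 active = activity above about 14%, limit read from the data; passing the limit was not always enough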;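 also: 0% = DMSO wells with 35 nM protein and 100% = DMSO wells with 750 nM protein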
Target sequence (P20393 whole entry, looked up): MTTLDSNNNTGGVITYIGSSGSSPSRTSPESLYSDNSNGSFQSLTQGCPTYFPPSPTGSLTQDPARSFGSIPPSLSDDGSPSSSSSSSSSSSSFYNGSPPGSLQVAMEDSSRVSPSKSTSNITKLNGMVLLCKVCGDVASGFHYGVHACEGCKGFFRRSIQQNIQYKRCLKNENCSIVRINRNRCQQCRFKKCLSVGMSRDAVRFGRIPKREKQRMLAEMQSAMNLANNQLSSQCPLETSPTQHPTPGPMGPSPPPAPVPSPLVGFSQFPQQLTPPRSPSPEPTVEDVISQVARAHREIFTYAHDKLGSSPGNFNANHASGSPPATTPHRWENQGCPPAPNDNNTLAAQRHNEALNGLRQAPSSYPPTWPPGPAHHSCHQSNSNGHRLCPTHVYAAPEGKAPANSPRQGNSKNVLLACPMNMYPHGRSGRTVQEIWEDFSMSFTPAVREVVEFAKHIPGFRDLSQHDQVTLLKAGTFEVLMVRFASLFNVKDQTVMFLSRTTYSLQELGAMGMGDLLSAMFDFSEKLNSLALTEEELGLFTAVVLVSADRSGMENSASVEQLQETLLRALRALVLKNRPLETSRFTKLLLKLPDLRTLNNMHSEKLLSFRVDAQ
ABHD4 inh – inhibits mouse alpha/beta hydrolase domain 4 | purified mABHD4, FP-Rh probe fluorescence polarization | inhibition, % at 8.92 µM | AID 720543 | 370,000 tested, 0.54% active;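 active = inhibition exceeding the mean over every tested compound plus 3 SD, cut at about 30% in these data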;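 also: 0% = plate median of compound wells and 100% = S159A mutant with DMSO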
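Doses – 8.92 µM, single dose · Material – wild-type mouse ABHD4 protein · Replication – single well per compound (singlicate) · Measure – percent inhibition of probe binding, normalized to plate controls · Schedule – 45 min compound pre-incubation plus 60 min probe step, 25 °C · Detection – fluorescence polarization with parallel and perpendicular emission, 525/598 nm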
TCR-CD3 inh – human TCR-CD3 binding inhibition; AID 651800; 360,000 tested, 0.37% active; inhibition, % at 9.4 µM; TAMRA-labeled TCR probe fluorescence, biochemical; in the data active = inhibition above about 19%;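 also: recombinant mutant TCR 2C K166C tagged with TAMRA read by polarization; 0% = receptor in buffer alone and 100% = receptor with positive control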
UHRF1 binding – human UHRF1 methylated DNA binding inhibitors | inhibition, % at 4.4 µM | 370,000 tested, 0.75% active | Q96T88 | UHRF1 binding to methylated oligo, TR-FRET | AID 687016; in the data active = inhibition above about 21%;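 also: UHRF1 SRA domain binding a hemimethylated CpG hairpin DNA probe; 0% = median of test compound wells and 100% = reference inhibitor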
HTRA1 inh – inhibitors of human serine peptidase HTRA1; inhibition, % at 5.96 µM; 340,000 tested, 0.5% active; recombinant HTRA1, FP-rhodamine activity-based probe, fluorescence polarization; Q92743; in the data active = inhibition above about 36%;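 also: 0% = enzyme with DMSO and 100% = wells lacking enzyme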
Target sequence (Q92743 whole entry, looked up): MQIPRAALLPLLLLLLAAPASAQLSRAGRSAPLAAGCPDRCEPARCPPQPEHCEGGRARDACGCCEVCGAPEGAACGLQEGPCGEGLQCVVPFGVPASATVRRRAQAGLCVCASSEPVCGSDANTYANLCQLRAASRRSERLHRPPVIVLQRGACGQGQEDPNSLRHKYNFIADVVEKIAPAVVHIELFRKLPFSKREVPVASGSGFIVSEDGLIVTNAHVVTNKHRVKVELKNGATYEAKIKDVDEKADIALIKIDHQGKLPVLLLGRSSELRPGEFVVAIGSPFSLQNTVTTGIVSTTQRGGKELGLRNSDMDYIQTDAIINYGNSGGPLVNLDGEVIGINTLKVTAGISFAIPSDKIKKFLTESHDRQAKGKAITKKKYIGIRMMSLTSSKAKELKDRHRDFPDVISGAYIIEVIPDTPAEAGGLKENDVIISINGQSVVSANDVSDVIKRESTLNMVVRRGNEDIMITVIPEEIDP
rCAG binder – molecules binding r(CAG) RNA repeats; r(CAG) RNA repeat, TO-PRO-1 dye displacement fluorescence; inhibition, % at 3 µM; 370,000 tested, 1.3% active; AID 651821;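 active = inhibition above the plate cutoff, the mean of all test compounds on that plate plus 3 SD, cut at about 35% in these data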;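 also: 0% = DMSO alone and 100% = 100 µM mitoxantrone as full dye displacement; higher means more dye released from RNA so lower well fluorescence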
LEDGF integ inh – blocks HIV-1 LEDGF/p75-dependent DNA integration; TR-FRET IN-LEDGF/p75 DNA integration, Eu/Cy5; inhibition, % at 3.7 µM; 370,000 tested, 0.64% active; AID 743269;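 active = inhibition above the screen-wide mean plus 3 SD, cut at about 13% in these data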;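 also: signal is the Cy5 over europium emission ratio at 671 and 618 nm; 0% = plate median of compound wells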
PG9 binder – small molecules binding HIV-1 gp120 antibody PG9; AID 624416; inhibition, % at 6.7 µM; 360,000 tested, 0.43% active; TR-FRET gp120-PG9 antibody binding; in the data active = inhibition above about 8.5%
MBD2 DNA inh – MBD2-methylated oligo binding inhibition; TR-FRET, MBD2 binding to methylated oligonucleotide; inhibition, % at 4.4 µM; 370,000 tested, 0.31% active; in the data active = inhibition above about 13%
* = called active by the depositor; . = not tested or not shown. Not all compounds are listed (hit frequency here may not be typical).

Start of the listing, in advance (4 entries):
SMILES	PRMT1 inh	NR1D1 modulator	ABHD4 inh	TCR-CD3 inh	UHRF1 binding	HTRA1 inh	rCAG binder	LEDGF integ inh	PG9 binder	MBD2 DNA inh
Cc1ccc(S(=O)(=O)N2C[C@@H]3[C@H]4CC[C@H](C4)[C@@H]3[C@@H](C)[C@H]2c2ccn(Cc3ccccc3)c2)cc1	-2	4	-2	-5	-1	-28	7	0	-1.1	-6
CCSc1ccc(-c2nn(-c3ccccc3)cc2/C=C(/C#N)C(=O)NCCCOC)cc1	0	8	1	1	-2	-5	1	0	-1.0	-1
CC(C)CCNC(=O)C1CC(c2cccc(F)c2)=NO1 (stereo not given)	-5	-2	-1	-6	2	-5	-4	-1	-1.6	-6
CC#CCN1c2ccccc2[C@]23C[C@@H](C(=O)OC)N(C(=O)c4ccco4)C2=NC(C(=O)OC)=C(C(=O)OC)[C@H]13	-1	-9	-4	-3	1	-4	-1	-1	0.1	1

The list itself, from the first entry:
SMILES	PRMT1 inh	NR1D1 modulator	ABHD4 inh	TCR-CD3 inh	UHRF1 binding	HTRA1 inh	rCAG binder	LEDGF integ inh	PG9 binder	MBD2 DNA inh
Cc1ccc(S(=O)(=O)N2C[C@@H]3[C@H]4CC[C@H](C4)[C@@H]3[C@@H](C)[C@H]2c2ccn(Cc3ccccc3)c2)cc1	-2	4	-2	-5	-1	-28	7	0	-1.1	-6
CCSc1ccc(-c2nn(-c3ccccc3)cc2/C=C(/C#N)C(=O)NCCCOC)cc1	0	8	1	1	-2	-5	1	0	-1.0	-1
CC(C)CCNC(=O)C1CC(c2cccc(F)c2)=NO1 (stereo not given)	-5	-2	-1	-6	2	-5	-4	-1	-1.6	-6
CC#CCN1c2ccccc2[C@]23C[C@@H](C(=O)OC)N(C(=O)c4ccco4)C2=NC(C(=O)OC)=C(C(=O)OC)[C@H]13	-1	-9	-4	-3	1	-4	-1	-1	0.1	1
CC(C)CC(=O)N=Nc1c(O)[nH]c2ccccc12	-2	6	-4	7	-8	3	0	4	-7.7	-1
COc1ccc(CNC(=O)c2ccc(=O)oc2)cc1OC	0	-3	1	10	1	0	-3	-2	0.2	3
CCNC(=O)N1CCN(S(=O)(=O)c2ccc3c(c2)OCCCO3)CC1	-7	15	2	11	-1	1	2	4	-0.1	-1
O=C(Nc1nc2ccccc2[nH]1)c1ccc(Cl)c([N+](=O)[O-])c1	-8	-5	-1	7	-2	9	3	7	-0.5	0
O=C(c1ccc2c(c1)OCCO2)C1CCN(C(=O)c2ccc(F)cc2)CC1	-2	-2	9	3	-1	3	-8	-1	0.2	-3
Cc1csc(NC(=O)c2ccccc2O)n1	1	0	-1	-4	1	3	3	-2	-3.2	3
O=C(NC(=S)NNC(=O)c1ccccc1O)c1ccco1	-1	6	24	25*	2	39*	2	2	-4.0	2
COc1cccc2cc(C(=O)c3ccccc3)oc12	5	-2	0	0	2	-12	0	-6	0.9	1
Cn1c(=O)[nH]c(=O)c2c1nc(SCCCO)n2CCCc1ccccc1	-5	2	2	1	7	1	-6	1	0.4	-9
O=C(Cc1ccc(NS(=O)(=O)c2cccc(C(F)(F)F)c2)cc1)NCCN1CCOCC1	3	2	-8	-4	0	-7	-1	0	-0.1	-5
Cc1cc(C)cc(NC(=O)c2ccc(CN3CCc4ccccc4C3)cc2)c1	2	9	-7	0	5	-12	-2	-2	-0.1	1
COc1cccc(-c2csc(N3CCN(S(=O)(=O)c4ccc(F)cc4)CC3)n2)c1	-2	6	-3	3	1	-7	8	-3	-1.0	2
Cc1ccc(N(Cc2ccccc2)C(=O)c2cc(S(=O)(=O)N3CCOCC3)ccc2Cl)cc1	4	4	-1	-4	0	-23	-1	-1	0.9	6
Nc1ccc2nc(-c3cc(Cl)c(N)c(Cl)c3)[nH]c2c1	0	-6	22	-11	-4	32	5	0	-20	2
CC1CCN(S(=O)(=O)c2ccc3ncn(CC(=O)N4CCN(C)CC4)c(=O)c3c2)CC1	-2	2	7	-1	-2	6	0	3	-2.4	-2
S=C1NCN(CC2CC2)CN1	6	2	2	-10	0	.	0	-3	1.0	3
CSc1nc(-c2ccc(Cl)cc2)c(C#N)c(=O)n1C	-1	6	0	8	-4	2	-1	6	-0.7	3
CC(=O)Nc1cccc(C(=O)OCC(=O)N2CCN(C(=O)COC(=O)c3cccc(NC(C)=O)c3)CC2)c1	-1	2	3	4	1	8	4	-3	0.9	-2
COc1ccc(OCc2cc(C(=O)N3CCCC3)no2)c2ccccc12	2	14	2	6	0	-4	4	-1	-1.2	-3
Cc1ccccc1NC(=O)C(=O)N/N=C/c1cccc(Br)c1	-2	0	18	6	5	5	-1	0	-2.7	2
O=Nc1ccc(NOC(=O)c2ccccc2Br)cc1	2	5	-11	7	0	-3	2	-1	-2.8	1
Carrying on.
SMILES	PRMT1 inh	NR1D1 modulator	ABHD4 inh	TCR-CD3 inh	UHRF1 binding	HTRA1 inh	rCAG binder	LEDGF integ inh	PG9 binder	MBD2 DNA inh
CCCCNC(=O)N(C)c1nncnc1C(=O)NC	2	-2	1	2	2	-2	2	-1	-0.1	2
O=C(C1CCCCC1)N1CCN=C1SCc1cccnc1	11	-1	9	-1	0	-6	-2	-2	0.1	8
O=C(CN1C(=O)NC2(CCCCCC2)C1=O)N1CCN(c2ccccc2)CC1	-4	-4	-2	0	-1	8	-1	-2	0.5	-2
CO[C@@H]1CN(C)C(=O)c2cc(NC(=O)NC3CCCCC3)ccc2OC[C@@H](C)N(CCc2ccccc2)C[C@H]1C	0	4	2	-3	4	.	7	3	-0.7	3
COC(=O)[C@H](C)N(CCc1cn(Cc2ccccc2)nn1)S(=O)(=O)c1ccccc1Br	1	1	-10	.	4	.	5	5	.	7
COc1ccc(C(=O)Nc2nccs2)cc1[N+](=O)[O-]	0	-5	-2	-3	2	1	-3	0	-0.8	3
NC(=O)C1CCN(c2nc(-c3cccnc3)cs2)CC1	7	2	-6	7	-4	-23	9	1	0.1	5
O=C(NCC1CC1)c1ccc2c3n(nc2c1)-c1ccc(Cl)cc1CO3	3	4	6	5	-6	-23	0	2	-3.8	-1
O=C(O)C1CC(O)CN1C(=O)c1ccco1 (stereo not given)	2	-4	-1	-7	6	8	-1	1	0.1	-2
COc1ccc(CCNC(=O)Cc2cc(OCc3ccccc3)c(OC)cc2[N+](=O)[O-])cc1OC	-3	-4	-2	9	0	-7	-2	-3	-1.7	2
CCOc1ccc(N2C(=O)CSC23CCCCC3)cc1	-2	-1	-3	0	-1	-1	-7	2	-3.6	0
COCC1CCN(C(=O)c2cc(COc3cncc(Cl)c3)on2)C1 (stereo not given)	6	0	6	-2	4	-9	-6	-1	0.2	5
CCO[C@@H]1OC(C(=O)NCc2nc3ccccc3[nH]2)=C[C@H](c2coc3ccccc3c2=O)[C@H]1CCCO	-1	-6	-7	5	-2	-1	4	-1	0.2	0
C=CCNC(=O)Nc1ccc(Cl)cn1	-4	-1	-8	-12	5	-2	4	4	-2.2	-1
CCOc1cc(N2CCOCC2)c(OCC)cc1NC(=O)C(C)(C)C	-1	-3	3	-2	0	0	-6	5	1.8	-2
CCC(C(=O)N1CCN(Cc2ccc3c(c2)OCO3)CC1)n1nnc2ccccc2c1=O (stereo not given)	3	-11	7	1	0	0	-1	-2	0.5	7
O=S(=O)(c1ccc(F)cc1)N1CCC(c2nc3ccccc3o2)CC1	-1	0	2	.	0	.	1	4	.	2
N#C/C(=C\c1cccn1-c1ccccc1)C(=O)NC1CCCCC1	2	-5	0	-3	4	-15	7	4	0.5	7
Cc1ccc(N2C(=O)CC(N3CCSCC3)C2=O)c(C)c1 (stereo not given)	4	2	11	2	-2	0	13	-1	-0.6	4
CC(C)CN1CCC(=O)N(CCN=[N+]=[N-])CC1	2	-3	-3	-5	2	2	-1	2	-0.2	-1
CCOc1cc(CNn2cn[nH]c2=S)cc(Cl)c1OCc1ccccc1F	32*	7	-18	-5	1	-7	20	0	2.0	2
CCOc1ccc2oc(C(=O)N(CC)CC(=O)Nc3ccc(NC(C)=O)cc3)c(C)c2c1	-4	0	-3	-5	-1	-8	5	4	0.4	1
Cc1c(P(=S)(c2ccccc2)c2ccccc2)[n+]2ccccc2n1C/C=C/c1ccccc1	8	0	4	-2	5	.	14	-4	1.0	10
COc1ccc(-c2nc3c(C)cc(Br)cn3c2Cc2cccc(Cl)c2)cc1OC	3	5	-9	-2	22*	.	13	-3	3.6	7
O=C(Cn1cnc2ccccc21)Nc1cc(C(F)(F)F)ccc1N1CCOCC1	-4	-2	-5	6	-1	-1	-7	2	1.0	-4

Only MBD2 DNA inh, for some of the entries so far:
| SMILES | MBD2 DNA inh |
| --- | --- |
| O=Nc1ccc(NOC(=O)c2ccccc2Br)cc1 | 1 |
| COc1ccc(CCNC(=O)Cc2cc(OCc3ccccc3)c(OC)cc2[N+](=O)[O-])cc1OC | 2 |
| O=C(CN1C(=O)NC2(CCCCCC2)C1=O)N1CCN(c2ccccc2)CC1 | -2 |

Compound profiles, as listed above:
`O=C(Cc1ccc(NS(=O)(=O)c2cccc(C(F)(F)F)c2)cc1)NCCN1CCOCC1` reads PRMT1 inh: 3; NR1D1 modulator: 2; ABHD4 inh: -8; TCR-CD3 inh: -4; UHRF1 binding: 0; HTRA1 inh: -7; rCAG binder: -1; LEDGF integ inh: 0; PG9 binder: -0.1; MBD2 DNA inh: -5
`CC(C)CN1CCC(=O)N(CCN=[N+]=[N-])CC1` reads PRMT1 inh: 2; NR1D1 modulator: -3; ABHD4 inh: -3; TCR-CD3 inh: -5; UHRF1 binding: 2; HTRA1 inh: 2; rCAG binder: -1; LEDGF integ inh: 2; PG9 binder: -0.2; MBD2 DNA inh: -1
`CCNC(=O)N1CCN(S(=O)(=O)c2ccc3c(c2)OCCCO3)CC1` reads PRMT1 inh: -7; NR1D1 modulator: 15; ABHD4 inh: 2; TCR-CD3 inh: 11; UHRF1 binding: -1; HTRA1 inh: 1; rCAG binder: 2; LEDGF integ inh: 4; PG9 binder: -0.1; MBD2 DNA inh: -1

(list continues)
SMILES	PRMT1 inh	NR1D1 modulator	ABHD4 inh	TCR-CD3 inh	UHRF1 binding	HTRA1 inh	rCAG binder	LEDGF integ inh	PG9 binder	MBD2 DNA inh
CCCC(=O)Nc1ccc(C=C(C(C)=O)C(C)=O)cc1	-3	1	0	-4	-2	.	0	4	0.0	4
C=C1C(=O)[C@]23C[C@H]1CCC2[C@]1(C)CCC[C@@](C)(C(=O)O)C1C[C@@H]3O (stereo not given in full)	13	1	-1	2	1	.	4	-1	2.1	0
O=[N+]([O-])c1cccc(CP(=O)(c2ccccc2)c2ccccc2)c1	1	-1	-1	9	0	-1	1	1	-2.5	0
O=S(=O)(c1ccc2c(c1)OCCCO2)N1CCN(S(=O)(=O)c2c(F)cccc2F)CC1	-4	0	1	.	9	.	.	4	.	-1
CCCCNC(=S)NNC(=O)c1cc(-c2ccncc2)nc2ccccc12	2	-3	3	-7	-5	-2	34	0	0.9	-6
CC(C)n1c(=O)nc(-c2ccccc2)c2cc3c(cc21)OCO3	-6	9	-3	-4	0	0	0	3	1.7	-8
O=C(Nc1ccc(N2C(=O)CC(c3ccccc3)C2=O)c(Cl)c1)c1ccccn1 (stereo not given)	2	6	4	.	-1	.	.	-1	.	-6
O=C(O)CCSc1ncnc2sc(-c3ccccc3)cc12	2	-4	1	0	-1	6	5	-2	0.7	1
O=C(CCN1C(=O)c2ccccc2S1(=O)=O)Nc1cccc(F)c1	3	-9	-6	2	-1	-1	-1	-3	1.1	2
